Mtb UGM inh – blocks M. tuberculosis UGM enzyme; P9WIQ1; purified UGM, fluorescence polarization probe displacement; inhibition, % at 10 µM; 320,000 compounds, 0.06% hits; AID 504406; in the data active = inhibition above about 10%, passing the limit was not always enough; inconclusive = no clear call, values can overlap the other calls
Target sequence (P9WIQ1 whole entry, looked up): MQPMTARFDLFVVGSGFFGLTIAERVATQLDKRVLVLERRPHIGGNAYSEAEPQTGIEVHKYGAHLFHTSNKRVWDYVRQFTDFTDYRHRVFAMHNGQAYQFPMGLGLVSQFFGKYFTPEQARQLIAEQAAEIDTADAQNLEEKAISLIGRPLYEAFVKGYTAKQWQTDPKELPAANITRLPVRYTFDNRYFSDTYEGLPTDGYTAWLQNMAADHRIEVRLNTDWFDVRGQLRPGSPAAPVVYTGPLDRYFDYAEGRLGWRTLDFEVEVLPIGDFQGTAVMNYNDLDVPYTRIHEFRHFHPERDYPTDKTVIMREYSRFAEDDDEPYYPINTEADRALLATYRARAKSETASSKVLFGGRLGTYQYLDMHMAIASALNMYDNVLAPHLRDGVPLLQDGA
Mtb BioA inh – BioA (M. tuberculosis) enzyme inhibition | purified M. tuberculosis BioA enzyme, plate reader | inhibition, % at 9.99 µM | 360,000 compounds, 0.096% hits | AID 602481; in the data active = inhibition above about 40%; inconclusive = no clear call, values can overlap the other calls
CCHFV vOTU inh – CCHFV vOTU protease inhibition; Pep-AMC fluorescence; inhibition, % at 11.5 µM; 370,000 compounds, 0.55% hits; AID 651958; also: 0% = vehicle wells with enzyme and 100% = no enzyme wells
FadD28 binding – blocks FadD28 binding to the bisubstrate probe; fluorescence polarization; inhibition, % at 12.5 µM; 360,000 compounds, 0.22% hits; in the data active = inhibition above about 8.5%, passing the limit was not always enough; inconclusive = no clear call, values can overlap the other calls
BoNT A protease – BoNT A light chain protease inhibition; 360,000 compounds, 0.17% hits; inhibition, % at 10 µM; multiplex microsphere protease substrate cleavage, flow cytometry; in the data active = inhibition above about 30%; inconclusive = no clear call, values can overlap the other calls; also: plate controls were buffer without enzyme for full effect and enzyme alone for no effect
BoNT F protease – blocks Botulinum neurotoxin F light chain protease. AID 588497. 360,000 compounds, 0.22% hits. Multiplex microsphere protease cleavage assay, flow cytometry. inhibition, % at 10 µM; in the data active = inhibition above about 35%, passing the limit was not always enough; inconclusive = no clear call, values can overlap the other calls; also: plate controls were buffer without enzyme for full effect and enzyme alone for no effect
PrPC TRFRET – reduces human prion protein on the cell surface; inhibition, % at 13.8 µM; cell surface PrPC, TR-FRET read-out; AID 720596; P04156; 370,000 compounds, 0.43% hits; in the data active = inhibition above about 24%; also: 0% = median of the test wells and 100% = reference compound wells
GDH-TPI inh – counter-screen for M. tuberculosis FBA inhibitors: GDH-TPI coupled enzymes. GDH-TPI coupled enzyme counterscreen, NADH absorbance. inhibition, % at 4.8 µM. 360,000 compounds, 1.2% hits;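 also: 0% = DMSO wells and 100% = wells lacking the enzyme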
Mtb FBA inh – Mtb fructose-bisphosphate aldolase inhibition; P9WQA3; 360,000 compounds, 2.3% hits; AID 588726; purified M. tuberculosis FBA, fluorescence read-out; inhibition, % at 1 µM; in the data active = inhibition above about 27%;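 also: 0% = vehicle and 100% = reference inhibitor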
Target sequence (P9WQA3 whole entry, looked up): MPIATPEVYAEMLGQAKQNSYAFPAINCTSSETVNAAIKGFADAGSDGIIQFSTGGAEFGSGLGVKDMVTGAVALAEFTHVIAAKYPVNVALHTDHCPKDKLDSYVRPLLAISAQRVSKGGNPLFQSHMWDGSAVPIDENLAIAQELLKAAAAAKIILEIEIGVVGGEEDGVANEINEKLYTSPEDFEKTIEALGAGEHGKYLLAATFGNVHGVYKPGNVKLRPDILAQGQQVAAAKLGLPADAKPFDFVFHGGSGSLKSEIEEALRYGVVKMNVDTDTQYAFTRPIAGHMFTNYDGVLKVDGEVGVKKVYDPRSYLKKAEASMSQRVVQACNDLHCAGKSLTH
Numbers without * were called inactive; ? = inconclusive; . = no result given; & = joins results of further samples. Rule as the data show it, unless noted: active = inhibition above about 30%; inactive = the rest.

SMILES	Mtb UGM inh	Mtb BioA inh	CCHFV vOTU inh	FadD28 binding	BoNT A protease	BoNT F protease	PrPC TRFRET	GDH-TPI inh	Mtb FBA inh
CC(=O)Nc1ccc(OCC(=O)NCc2ccccc2)cc1	0.2	.	5	0.6	-0.6	-7	-4	4	0
O=C1S/C(=C\C=C\c2ccco2)C(=O)N1c1ccc(O)cc1	1.3	.	1	4.2	-0.3	-6	-4	2	-5
CCN1C[C@]2(COC)CC[C@H](OC)[C@@]34C5C[C@H]6C(=O)C5[C@](O)(C[C@H]6OC)[C@@](O)(C(OC)C23)[C@@H]14 (some centres not stated)	2.8	-0.3	-1	-1.7	-0.7	1	2	2	0
Cc1cccc(C)c1NC(=S)NN1CCN(C)CC1	2.5	0.5	12	-2.3	-0.4	?	-4	2	6
O=C(O/N=C\c1ccc(N2CCCCC2)c([N+](=O)[O-])c1)c1cccc(C(F)(F)F)c1	0.4	.	-3	0.3	-2.1	-12	-6	12	-1
COCCn1c(=S)[nH]c2cc(C(=O)NCc3ccc(F)cc3)ccc2c1=O	.	-3.9	-6	-0.6	0.7	12	-1	19	4
CCOC(=O)Cn1c(CN2CCN(C(c3ccccc3)c3ccccc3)CC2)nc2c1c(=O)n(C)c(=O)n2C	-2.5	0.3	0	-4.0	-0.9	-2	4	-3	5
CCN1C(=O)[C@@H]2[C@@H](c3ccc(-c4ccc(OC)cc4)cc3)N3CCCC[C@@]3(C(=O)OC)[C@@H]2C1=O	0.0	-0.7	12	0.9	-1.0	-5	9	-1	1
Cc1cccc(N2CCN(C(=O)c3ccc(Cl)c(NC4=NC5CS(=O)(=O)CC5S4)c3)CC2C)c1 (configuration not stated)	-2.0	0.5	1	-1.0	0.1	0	-1	1	5
O=C(Nc1ccc(-n2ccnc2P(=O)(O)c2ccccc2)cc1)c1ccccc1Br	-1.0	.	-1	-2.3	1.4	-9	3	15	8
COC(=O)c1ccc(-c2nn(C)c(=O)c3ccccc23)cc1	-0.5	6.2	-5	-4.2	-0.6	-5	-4	5	0
S=c1[nH]nc(COc2ccc(Cl)cc2Cl)n1-c1ccccc1	0.2	0.3	-11	-0.8	.	.	5	14	3
COCCCn1c(Cc2ccccc2)nnc1SCC(=O)N1CCCCC1	-2.3	.	-6	-1.3	-1.5	-2	-1	10	2
Cc1oc2c(C)c3oc(=O)c4c(c3cc2c1C)CCC4	.	1.3	-5	-4.0	0.9	10	5	6	-9
Cc1ccc(C(=O)NCC(=O)NCc2ccc(Cl)cc2)s1	-0.7	-1.8	9	0.3	-0.5	-11	0	-1	0
COc1ccc(C(=O)NC(=S)N2CCN(c3ccccc3OC)CC2)cc1	0.5	1.6	6	-1.8	-1.5	-3	-4	1	-1
CCOC(=O)Cn1c(=N)n(CCOc2ccc(Br)cc2)c2ccccc21	1.4	1.0	-3	-2.2	-5.4	?	-11	6	2
Cc1ccc(NC(=S)NCC2CCN(C(C)c3ccccc3)C2)cc1C (configuration not stated)	1.3	.	-1	-1.3	-1.7	-6	0	9	0
O=C(NC1CCCN(Cc2ccc(Cl)cc2)C1)c1ccnc(Cl)c1 (configuration not stated)	-2.1	2.5	-1	-5.3	-4.2	23	7	-10	-2
S=C(NCc1ccncc1)Nc1cccc(Cl)c1	-2.8	.	-7	-1.5	-1.2	-4	-3	9	0
CCOC(=O)c1cnc2c(C)c(Cl)ccc2c1N1CCOCC1	-0.5	0.2	-3	1.3	1.5	8	3	-9	9
Nc1cc2sc(-c3ccc(C(=O)O)cc3)nc2cc1Cl	0.9	1.1	-263	3.8	0.6	11	-12	26	139*
CN(CCN1CCOCC1)C(=O)CC1C(=O)NCCN1Cc1ccccc1C(F)(F)F (configuration not stated)	3.3	-4.1	15	1.2	1.3	2	-5	10	1
Cc1ccc(OCCN2C(=O)OC(C)(C)C2(C)O)cc1 (configuration not stated)	0.2	-0.5	5	-0.6	-1.3	1	-7	-12	8
CCCn1c(SCC(=O)Nc2ccc(S(=O)(=O)N3CCOCC3)cc2)n[nH]c1=O	.	-3.0	-8	-3.1	0.3	-4	-7	1	-2

Complete entries from above. Values in the order: Mtb UGM inh, Mtb BioA inh, CCHFV vOTU inh, FadD28 binding, BoNT A protease, BoNT F protease, PrPC TRFRET, GDH-TPI inh, Mtb FBA inh
Results for `CCOC(=O)Cn1c(=N)n(CCOc2ccc(Br)cc2)c2ccccc21` : 1.4, 1.0, -3, -2.2, -5.4, ?, -11, 6, 2
Results for `Cc1cccc(N2CCN(C(=O)c3ccc(Cl)c(NC4=NC5CS(=O)(=O)CC5S4)c3)CC2C)c1` (configuration not stated) : -2.0, 0.5, 1, -1.0, 0.1, 0, -1, 1, 5
Results for `Cc1oc2c(C)c3oc(=O)c4c(c3cc2c1C)CCC4` : ., 1.3, -5, -4.0, 0.9, 10, 5, 6, -9

The list continues:
SMILES	Mtb UGM inh	Mtb BioA inh	CCHFV vOTU inh	FadD28 binding	BoNT A protease	BoNT F protease	PrPC TRFRET	GDH-TPI inh	Mtb FBA inh
CCOC(=O)c1c(NC(=O)Cc2ccccc2)sc2c1CC(C)(C)NC2(C)C	1.1	6.4	-4	-2.4	0.1	-4	-1	-12	1
OC(COc1ccc(CNCCc2ccc(C(F)(F)F)cc2)cc1)CN1CCCCC1 (configuration not stated)	-1.3	.	-3	-4.2	-0.5	-16	-13	-5	-3
Cc1ccc(NC(=O)CSc2nc3c(c(=O)[nH]2)CCC3)cc1C	0.4	-3.4	-4	0.8	-1.5	-2	-3	10	1
COc1cccc(NC(=O)CN(C2=NC3CS(=O)(=O)CC3S2)c2cccc(C)c2)c1 (configuration not stated)	-1.1	0.1	1	-2.5	0.5	-3	12	1	-5
Cc1ccc(Cn2c(SCC(=O)N(C)C3CCS(=O)(=O)C3)nc3ccccc3c2=O)cc1 (configuration not stated)	0.8	.	-10	0.8	?	9	-3	1	1
C/C(=N\Nc1cccc2ccccc12)c1c(O)n(Cc2ccccc2)c(=O)[nH]c1=O	-3.5	-1.1	6	0.7	2.1	-2	1	-2	10
COc1cccc(Oc2ccc(N/C=C/C(=O)C(C)(C)C)cc2)c1	-4.8	-1.5	15	-1.3	-0.1	-2	9	23	2
COc1ccc(NC(=O)CS(=O)CC(=O)Nc2ccc(OC)c(OC)c2)cc1 (configuration not stated)	0.9	-1.1	-3	1.0	1.5	4	-1	22	1
N#CCCN(Cc1cccnc1)C(=S)NC1CC2C=CC1C2 (configuration not stated)	0.4	.	-5	-4.5	-0.2	4	2	-10	3
Cc1ccc(C(=O)N2CC(=O)NC(=O)C2)cc1	-1.1	-1.3	-4	-1.4	-6.0	-8	-5	11	3
Cc1cccc(SCc2noc(C(=O)NC(C)C)c2C(=O)O)c1	3.7	1.9	-4	-3.5	0.0	4	-6	7	0
Clc1ccc(Cn2c(-c3cccnc3Cl)nc3ccccc32)c(Cl)c1	-1.7	0.6	2	-2.9	?	2	4	-4	1
CN(C)CCCNc1ncnc2scc(-c3ccccc3)c12	-0.5	.	-7	-0.6	0.4	4	-4	0	1
CC(C)(C)C1CCN2CCC[C@](c3ccccc3)(C1)C2OCCCO (some centres not stated)	.	.	9	.	0.9	-5	-2	.	.
Cc1ccc(S(=O)(=O)N2CCN(C(=O)CSc3ccc(F)cc3)CC2)cc1	5.1	2.1	12	-2.5	-0.8	4	8	11	1
Cc1ccc(/C=N/NC(=O)CSc2nnc(-c3ccc(Cl)cc3)n2-c2ccccc2)o1	-1.6	.	13	-0.7	-0.4	0	1	17	-2
COc1ccc(NC(=O)N(O)C2(C#N)CCCCC2)cc1	.	.	-2	0.1	-0.1	-9	8	7	-1
O=C(COc1nsnc1N1CCOCC1)N1CCOCC1	.	-1.1	-6	-0.4	-0.1	-6	-1	6	-1
CCC(C)(O)c1[nH]c2ccc(C#N)cc2c1C (configuration not stated)	0.5	0.7	4	-3.3	0.3	4	2	18	6
O=C(COC(=O)c1ccccn1)Nc1cccc(Cl)c1	2.6	.	-1	-2.6	-0.8	7	2	12	-1
Cc1ccc(S(=O)(=O)N2CCCCC2)cc1C(=O)N(C)CCOc1ccccc1	-0.6	3.3	-1	-0.8	-2.3	-17	1	0	-1
CC(C(=O)N1CCc2ccccc21)N1CCN(c2cccc(C(F)(F)F)c2)CC1 (configuration not stated)	1.1	1.0	-6	-1.9	0.7	1	-6	-4	3
CCN(CC(=O)NCc1ccc(Cl)cc1)C(=O)CSc1ccc(Br)cc1	-7.5	1.2	-1	-10	0.8	6	1	-1	1
Cc1cccc(OCc2nnc(SCC(=O)OC3CCCCC3)o2)c1	1.0	2.6	10	0.4	-0.5	-6	5	9	4
CC(C)CCN1C(=O)c2ccc(C(=O)OCC(=O)N(CC(C)C)C3CCS(=O)(=O)C3)cc2C1=O (configuration not stated)	2.8	-1.7	0	0.9	1.8	7	6	10	5

Exported comma-delimited: part of the list above
compound,Mtb UGM inh,Mtb BioA inh,CCHFV vOTU inh,FadD28 binding,BoNT A protease,BoNT F protease,PrPC TRFRET,GDH-TPI inh,Mtb FBA inh
Cc1ccc(Cn2c(SCC(=O)N(C)C3CCS(=O)(=O)C3)nc3ccccc3c2=O)cc1 (configuration not stated),0.8,.,-10,0.8,?,9,-3,1,1
C/C(=N\Nc1cccc2ccccc12)c1c(O)n(Cc2ccccc2)c(=O)[nH]c1=O,-3.5,-1.1,6,0.7,2.1,-2,1,-2,10
COc1cccc(Oc2ccc(N/C=C/C(=O)C(C)(C)C)cc2)c1,-4.8,-1.5,15,-1.3,-0.1,-2,9,23,2

Other compounds
SMILES	Mtb UGM inh	Mtb BioA inh	CCHFV vOTU inh	FadD28 binding	BoNT A protease	BoNT F protease	PrPC TRFRET	GDH-TPI inh	Mtb FBA inh
COc1ccc(CNC(=O)C2CCCN2S(=O)(=O)c2ccc(Cl)cc2)cc1 (configuration not stated)	0.0	-0.3	-1	-1.8	0.3	-3	-4	2	-1
COCCNC(=O)Cn1cc(C(=O)c2cccs2)c2ccccc21	-1.8	2.1	-2	0.7	-0.2	-3	-6	21	4
CC(C)OCCCNCC(O)c1ccccc1 (configuration not stated)	2.1	0.1	-12	0.3	-6.0	-38	-7	-3	-2
COc1cc(/C=N\NC(=O)C(C)(C)O)ccc1OC/C=C/c1ccccc1	-5.6	0.8	1	-5.4	0.5	-4	1	1	9
CC1CCN(CC(=O)Nc2ccccc2Sc2ccccc2)CC1	1.3	.	-2	-4.0	0.9	3	-1	-5	-3
COc1ccc(C(=O)Nc2ccnn2C2CCN(C(=O)c3cc(C)on3)CC2)cc1	-0.5	-0.8	-2	.	-3.9	-5	-1	2	2
CC(C)C(C(=O)Nc1nccs1)c1ccc(Cl)cc1 (configuration not stated)	-1.2	0.4	-1	-4.6	-0.5	-11	5	-2	1
Cc1ccc(-c2nc(N)sc2CC(=O)OCC(=O)NC2CCCC(C)C2C)cc1 (configuration not stated)	-1.1	-2.3	-3	-5.1	-0.1	0	1	-2	4
COc1ccc(OC)c(CNC(=O)C2CCCN(S(=O)(=O)N3CC(C)CC(C)C3)C2)c1 (configuration not stated)	0.2	-2.1	11	0.5	-0.5	4	3	7	2
Cc1c(Cl)cccc1NC(=S)NCc1cccs1	-3.1	.	7	-5.7	0.3	1	8	-2	2
COc1ccc(CNC(=O)C2(c3ccc(Cl)cc3)CC2)cc1	-2.8	-1.2	9	-1.9	1.2	0	11	6	1
CCOC(=O)c1ccc(NC(=O)CC2S/C(=N/N=C/c3c[nH]c4ccccc34)NC2=O)cc1 (configuration not stated)	-0.9	.	18	-3.8	0.3	0	1	32*	-3
CNC(C)c1cc(OC)ccc1OC (configuration not stated)	1.0	-0.3	5	-0.6	1.3	14	3	9	1
O=c1[nH]c(O)c(/C=C2/C=CC(c3cc(Cl)ccc3Cl)=N2)c(=O)[nH]1	1.2	-2.7	-2	1.3	13	9	-2	3	-5
CC(=O)c1sc(NC(=O)CCCc2nc3ccccc3c(=O)[nH]2)nc1-c1ccccc1	-2.1	-1.5	4	-2.6	0.4	-6	1	13	-3
Cc1noc(C)c1NC(=O)Nc1ccc2c(c1)C(=O)N([C@H](C)CO)C[C@H](C)[C@@H](CN(C)S(=O)(=O)c1ccccc1)O2	-3.8	-1.4&0.9	-2	-4.3	-0.1	-7	-4	-7	1
Cc1cc2ccccn2c1C(=O)Nc1cccc(Cl)c1	-2.5	.	8	0.2	-1.5	-9	-9	10	6
Cn1c(=O)[nH]c(=O)c2[nH]c(CO)nc21	.	-1.5	5	0.3	0.1	-2	3	2	2
COc1ccccc1-c1noc(-c2cccs2)n1	-3.3	0.6	2	-2.6	0.2	0	-36	-5	1

Screening data from PubChem.
